# High-throughput results from PubChem BioAssay.
# PAD4 FP inh: human PAD4 inhibitors, primary screen, biochemical, fluorescence polarization, 1536-well format. recombinant PAD4, RCA probe fluorescence polarization. inhibition, % at 6.36 µM. Protein-arginine deiminase type-4 (Homo sapiens), Q9UM07. 330,000 compounds, 0.41% hits;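 active = percent inhibition above a cutoff equal to the mean of all tested compounds plus 3 SD, cut at about 15% in these data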;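 also: 0% = PAD4 with RCA probe and DMSO and 100% = probe without PAD4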
# GSTO1 inh: inhibitors of recombinant GSTO1, primary screen, counter-screen for RBBP9 inhibitor project, biochemical, fluorescence polarization | Glutathione S-transferase omega-1 (Homo sapiens), P78417 | inhibition, % at 5.96 µM | 300,000 compounds, 1.1% hits | activity-based probe fluorescence polarization;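 active = inhibition above the campaign mean inhibition plus 3 SD, cut at about 35% in these data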;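 also: 0% = GSTO1-1 with DMSO and 100% = wells lacking GSTO1-1 enzyme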
# Target sequence (P78417 whole entry, looked up): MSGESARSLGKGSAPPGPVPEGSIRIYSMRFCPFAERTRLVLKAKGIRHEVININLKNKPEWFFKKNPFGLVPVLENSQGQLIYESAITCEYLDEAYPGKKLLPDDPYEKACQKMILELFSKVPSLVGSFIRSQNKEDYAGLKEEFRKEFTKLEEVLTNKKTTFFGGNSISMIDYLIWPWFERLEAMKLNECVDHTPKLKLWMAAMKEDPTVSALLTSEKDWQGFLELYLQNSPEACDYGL
# PAFAH1B3 FP inh: PAFAH1B3 enzyme inhibitors, primary screen, biochemical, fluorescence polarization, human; Platelet-activating factor acetylhydrolase IB subunit alpha1 (Homo sapiens), Q15102; inhibition, % at 3.39 µM; 340,000 compounds, 0.28% hits; recombinant PAFAH1B3, FP-rhodamine probe; AID 492972, 2010;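 active = inhibition above the screen-wide average of all tested compounds plus 3 SD, cut at about 25% in these data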;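 also: 0% = enzyme with DMSO only and 100% = wells lacking PAFAH1B3 protein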
# Target sequence (Q15102 whole entry, looked up): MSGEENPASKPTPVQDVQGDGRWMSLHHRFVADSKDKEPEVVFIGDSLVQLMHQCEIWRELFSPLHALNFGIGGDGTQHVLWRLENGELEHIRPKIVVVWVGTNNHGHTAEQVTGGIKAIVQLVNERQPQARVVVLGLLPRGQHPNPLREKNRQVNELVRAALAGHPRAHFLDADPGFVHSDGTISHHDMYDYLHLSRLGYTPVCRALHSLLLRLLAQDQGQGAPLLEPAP
# PME-1 primary: PME-1 inhibitors via competitive probe labeling, primary screen, biochemical, fluorescence polarization, FP-Rh probe, HTS; Protein phosphatase methylesterase 1 (Homo sapiens), Q9Y570; recombinant PME-1; inhibition, % at 5.9 µM; 320,000 compounds, 0.53% hits; AID 2130, 2009;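 active = inhibition above the campaign mean of all compounds plus 3 SD, cut at about 26% in these data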;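 also: competitive labeling of PME-1 active site by serine hydrolase directed probe; 0% = PME-1 with DMSO and 100% = wells lacking PME-1 enzyme; inhibitors block probe labeling so polarization falls and inhibition rises; many of its hits are not listed in these tables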
# Target sequence (Q9Y570 whole entry, looked up): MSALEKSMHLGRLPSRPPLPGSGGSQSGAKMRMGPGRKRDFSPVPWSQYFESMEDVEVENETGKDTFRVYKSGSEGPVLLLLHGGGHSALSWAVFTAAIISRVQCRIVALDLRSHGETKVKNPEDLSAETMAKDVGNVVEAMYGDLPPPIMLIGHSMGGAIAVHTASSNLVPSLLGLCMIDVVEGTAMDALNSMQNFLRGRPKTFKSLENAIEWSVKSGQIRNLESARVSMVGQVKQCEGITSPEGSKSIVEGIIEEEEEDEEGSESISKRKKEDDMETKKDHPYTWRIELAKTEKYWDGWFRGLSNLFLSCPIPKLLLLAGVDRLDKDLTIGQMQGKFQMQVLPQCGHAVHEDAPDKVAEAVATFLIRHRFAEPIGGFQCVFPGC
# pPAFAH inh: pPAFAH enzyme inhibitors, primary screen, biochemical, fluorescence polarization, human. Platelet-activating factor acetylhydrolase (Homo sapiens), Q13093. recombinant pPAFAH, FP-rhodamine probe fluorescence polarization. inhibition, % at 3.39 µM. 330,000 compounds, 1.5% hits. AID 463082, 2010;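 active = inhibition above the mean inhibition across the screen plus 3 SD, cut at about 25% in these data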;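 also: inhibitors block binding of the rhodamine activity-based probe so polarization drops; 0% = enzyme with DMSO and 100% = wells lacking pPAFAH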
# PAFAH2 FP inh: PAFAH2 enzyme inhibitors, primary screen, biochemical, fluorescence polarization, human. recombinant PAFAH2, FP-rhodamine activity probe. inhibition, % at 3.39 µM. 340,000 compounds, 0.99% hits;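 active = inhibition above the mean over all tested compounds plus 3 SD, cut at about 30% in these data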;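 also: inhibitors block probe labeling of enzyme so polarization drops; 0% = enzyme with DMSO and 100% = wells lacking PAFAH2 protein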
# LYPLA1 counter: LYPLA1 inhibitors, primary screen, counter-screen for PME1 inhibitor project, biochemical, fluorescence polarization, FP-Rh probe ABPP. recombinant LYPLA1. 320,000 compounds, 0.16% hits. inhibition, % at 5.9 µM. Acyl-protein thioesterase 1 (Homo sapiens), O75608;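 active = inhibition above the mean of all tested compounds plus 3 SD, set per campaign, cut at about 14% in these data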;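 also: inhibitors block serine hydrolase probe labeling of LYPLA1 so polarization falls; 0% = enzyme with DMSO and 100% = wells lacking LYPLA1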
# PAFAH1B2 inh: PAFAH1B2 enzyme inhibitors, primary screen, biochemical, fluorescence polarization, human; recombinant PAFAH1B2, FP-rhodamine activity probe; AID 492953, 2010; inhibition, % at 3.39 µM; 340,000 compounds, 1.2% hits; Platelet-activating factor acetylhydrolase IB subunit alpha2 (Homo sapiens), P68402;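 active = inhibition above the mean of all tested compounds plus 3 SD, cut at about 24% in these data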;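 also: 0% = enzyme with DMSO and 100% = wells lacking PAFAH1B2; many of its hits are not listed in these tables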
# Fam108B counter: mouse Fam108B serine hydrolase inhibitors, primary screen, counter-screen for RBBP9 inhibitor project, biochemical, fluorescence polarization | 300,000 compounds, 0.33% hits | AID 1947, 2009 | inhibition, % at 9.51 µM | recombinant Fam108B, FP-Rh probe fluorescence polarization;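 active = inhibition above the screen mean inhibition plus 3 SD, computed separately per campaign, cut at about 18% in these data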;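 also: inhibitors lower polarization as less probe binds the enzyme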
# The depositor's hits bear a star; / = no result given. The list is partial; the hit share may differ from the screen's.
nr	SMILES	PAD4 FP inh	GSTO1 inh	PAFAH1B3 FP inh	PME-1 primary	pPAFAH inh	PAFAH2 FP inh	LYPLA1 counter	PAFAH1B2 inh	Fam108B counter
1	Cc1nc2c(-c3ccccc3)c(C)[nH]n2c(=O)c1Cc1ccccc1	0	-5	/	-1	-1	/	0	/	1
2	CS(=O)(=O)N1CCN(c2ccccc2NC(=S)NC(=O)c2ccccc2[N+](=O)[O-])CC1	-7	-6	4	3	4	2	0	1	0
3	CCOC(=O)CC1(NC(=O)C2CCC(=O)N(CCc3ccc(OC)cc3)C2)CCCCC1 (centres undefined)	0	-1	11	-2	8	10	1	5	-4
4	COCCN(C(=O)c1ccc(OC2CCN(S(=O)(=O)N(C)C)CC2)cc1)C(C)C	0	6	10	-3	1	5	0	1	7
5	CC(C)=CCCC(C)CN1CCC(N2CCC(C(=O)N3CCOCC3)CC2)CC1 (centres undefined)	4	4	0	2	3	4	3	1	1
6	O=S(=O)(Cc1ccccc1Cl)CC(O)COc1ccccc1Cl (centres undefined)	0	6	-4	0	1	-7	-2	6	4
7	COC(=O)c1c(C)nc(C)c(C(=O)OC)c1-c1cccs1	-2	5	7	0	1	-14	-4	0	-2
8	O=C1CCC(=O)N1c1ccc(-c2nc3sc4c(c3c(=O)o2)CCC4)cc1	11	-2	1	-7	-1	3	-1	-1	-2
9	CCC(=O)c1ccc(OCC(=O)OCC(=O)Nc2cccc(S(=O)(=O)N3CCCC3)c2)cc1	2	/	0	2	3	-1	5	5	/
10	O=C(O)c1ccc(-c2ccccc2)[nH]c1=O	0	4	8	7	0	0	2	5	-4
11	COC(=O)CCC(=O)Nc1ccc(S(=O)(=O)N2CCCCCC2)cc1	2	3	5	-3	2	4	2	-6	-1
12	O=C(Nc1cccc(C(F)(F)F)c1)Nc1ccc2[nH]c(=O)[nH]c2c1	0	-15	9	-1	5	-2	-3	-7	5
13	Cc1ccc(O)c(NS(=O)(=O)c2cccc3nsnc23)c1	-1	2	-2	4	5	6	1	7	1
14	CC1CCC(C(=O)NC(C(=O)NCc2cccnc2)C(C)C)CC1 (centres undefined)	-5	-3	2	1	1	-2	2	-6	6
15	CC(C)(C)NC(=O)N1c2ccccc2Sc2ccccc21	3	-3	11	0	-2	4	0	4	-7
16	c1ccc2c(c1)OCCOCCOCCO2	1	-1	14	6	0	-2	1	-1	1
17	O=C(C1CCN(c2nnc(-n3cccc3)s2)CC1)N1CCCCC1	-2	0	10	1	2	1	-2	7	1
18	Nc1cccc(/C=C/c2ccncc2)c1	-3	-1	-1	-5	9	-1	0	1	-1
19	CCCOc1ccc(-c2nc(OC)c3ccccc3n2)cc1	3	2	0	0	-2	-1	-3	2	1
20	CCN(CC)C(=O)CSc1nnc(C2CCCCC2)o1	-2	6	10	0	-2	-8	1	2	6
21	CC1CCCC(NC(=O)CSC2=Nc3ccccc3C3CC=NN23)C1C (centres undefined)	2	/	6	4	-4	-1	1	6	/
22	CC(C)Nc1nnc(SC(C)C(=O)Nc2ccc(Cl)cn2)s1 (centres undefined)	-2	6	6	-5	-2	4	0	3	-3
23	COc1cccc(CNC(=O)CN2C(=O)NC(Cc3ccccc3)(c3ccccc3)C2=O)c1 (centres undefined)	2	/	-8	-2	0	3	2	-4	/
24	CC1CCN(C(=O)CNC(=O)Cc2ccccc2)CC1	3	4	6	3	7	11	0	0	3
25	Cc1cc(-c2onc3ccc(Cl)cc23)ccc1O	-6	7	2	7	-2	7	1	2	1
26	C[C@]12CCC(O)CC1=CCC1C2CC[C@]2(C)/C(=N\NC(N)=S)CCC12 (some centres undefined)	1	0	9	-4	-3	-5	-5	1	0
27	CCN(CC)S(=O)(=O)c1ccc(O)c(NC(=O)CN2CCc3ccccc3C2)c1	-4	0	-3	-8	7	56*	-3	-1	0
28	CCOC(=O)c1cnc2cc(Cl)c(OC)cc2c1NCC1CCCO1 (centres undefined)	0	-11	4	1	1	1	-1	6	2
29	COc1cc(C(=O)Nc2nnc(-c3sccc3C)s2)cc(OC)c1OC	-4	-16	-7	6	-1	-4	-4	-1	-4
30	Cc1csc(Nc2ccccc2)n1	-5	-1	3	-6	-2	-3	-1	0	-3

# A draw from above in order of molar mass, highest first:
nr	SMILES	PAD4 FP inh	GSTO1 inh	PAFAH1B3 FP inh	PME-1 primary	pPAFAH inh	PAFAH2 FP inh	LYPLA1 counter	PAFAH1B2 inh	Fam108B counter
2	CS(=O)(=O)N1CCN(c2ccccc2NC(=S)NC(=O)c2ccccc2[N+](=O)[O-])CC1	-7	-6	4	3	4	2	0	1	0
3	CCOC(=O)CC1(NC(=O)C2CCC(=O)N(CCc3ccc(OC)cc3)C2)CCCCC1 (centres undefined)	0	-1	11	-2	8	10	1	5	-4
23	COc1cccc(CNC(=O)CN2C(=O)NC(Cc3ccccc3)(c3ccccc3)C2=O)c1 (centres undefined)	2	/	-8	-2	0	3	2	-4	/
12	O=C(Nc1cccc(C(F)(F)F)c1)Nc1ccc2[nH]c(=O)[nH]c2c1	0	-15	9	-1	5	-2	-3	-7	5
14	CC1CCC(C(=O)NC(C(=O)NCc2cccnc2)C(C)C)CC1 (centres undefined)	-5	-3	2	1	1	-2	2	-6	6
7	COC(=O)c1c(C)nc(C)c(C(=O)OC)c1-c1cccs1	-2	5	7	0	1	-14	-4	0	-2
20	CCN(CC)C(=O)CSc1nnc(C2CCCCC2)o1	-2	6	10	0	-2	-8	1	2	6
25	Cc1cc(-c2onc3ccc(Cl)cc23)ccc1O	-6	7	2	7	-2	7	1	2	1
16	c1ccc2c(c1)OCCOCCOCCO2	1	-1	14	6	0	-2	1	-1	1
10	O=C(O)c1ccc(-c2ccccc2)[nH]c1=O	0	4	8	7	0	0	2	5	-4

# New compounds follow:
nr	SMILES	PAD4 FP inh	GSTO1 inh	PAFAH1B3 FP inh	PME-1 primary	pPAFAH inh	PAFAH2 FP inh	LYPLA1 counter	PAFAH1B2 inh	Fam108B counter
31	COCCN(C(=O)CSc1nc2ccccc2c(=O)n1C(C)COC)c1c(N)n(Cc2ccccc2)c(=O)[nH]c1=O (centres undefined)	-5	-4	1	-2	-2	1	-2	10	-6
32	CCOc1cc(-c2nc(-c3ccncc3)no2)cc(OCC)c1OCC	-5	2	3	-1	-1	2	-3	-1	-5
33	OC(COc1ccccc1)CN1CCN(CC(O)COc2ccccc2)CC1 (centres undefined)	-5	6	5	3	1	5	-3	1	-4
34	N#Cc1ccc(-c2cccs2)nc1SCc1cccnc1	1	0	/	6	7	/	-1	/	-4
35	COc1ccc(NC(=O)c2ccc(N3CCOCC3)nc2)cc1	-1	1	1	-2	1	-4	4	2	4
36	Cc1cccc(/C=N/NC(=O)c2cc(Br)ccc2OCc2ccccc2)n1	-4	9	2	-4	1	-4	-5	2	-4
37	C=CCn1c(=O)c2c(C)c(C)sc2n2c(Nc3ccc(OC)cc3)nnc12	3	2	-5	2	4	-3	-3	0	2
38	CCOc1ccc(NC(=O)CN2CCN(c3ccccc3C)CC2)cc1S(=O)(=O)N1CCCC1	5	/	2	2	6	-6	1	3	/
39	CC(C)(C)OC(=O)NC(CO)c1cn([C@@H](Cc2cc3ccccc3[nH]2)C(=O)N2CCN(C(=O)OC(C)(C)C)CC2)nn1 (some centres undefined)	0	4	-8	3	2	-1	-1	11	-2
40	CC1CCc2sc(NC(=O)C3CC(Cl)=CCC3C(=O)O)c(C#N)c2C1 (centres undefined)	-3	-27	/	1	6	/	-2	/	2
41	Cc1ccc(NC(=S)N/N=C/c2c(C)nn(-c3ccccc3)c2N2CCCC2)cc1	0	-6	-2	5	6	-2	5	2	-1
42	COC(CN(C(=O)CCl)C(C(=O)NC1CCCC(C)C1C)c1ccc(C)cc1)OC (centres undefined)	2	30	4	0	5	3	1	0	0
43	CCOc1ccc(-c2noc(COC)n2)cc1OC	-3	5	0	-3	0	-5	0	4	1
44	CC(OC(=O)c1cc[n+]([O-])cc1)C(=O)NCc1ccccc1 (centres undefined)	5	-5	17	-1	-1	5	1	9	1
45	CC(=O)Nc1c2c(nn1-c1ccc(C)cc1C)CS(=O)C2 (centres undefined)	1	-3	6	1	4	5	2	-1	1
46	Cc1ccc2nc(NC(=O)CSc3nnc(C)c(=O)n3N)sc2c1	8	12	6	4	4	-5	-2	1	3
47	CCCC(=O)N1CCN(c2ccc(NC(=S)NC(=O)c3cccc(C)c3)cc2)CC1	-3	4	3	6	22	2	4	-4	4
48	Cn1c(=O)c2c(ncn2CC(=O)Nc2cc(S(=O)(=O)N3CCCCC3)ccc2O)n(C)c1=O	-6	/	3	/	-3	32*	/	1	/
49	O=C(c1cccc(Cl)c1)N1CCC(c2nc3ccccc3[nH]2)CC1	-5	-1	-2	1	2	-9	0	2	-1
50	C[C@@]12C(=O)Nc3ccc(Br)cc3C(=O)N1[C@H]1c3cc(Cl)ccc3OC[C@@H]1[C@@H]2c1ccccc1	-8	-4	-42	-10	5	-63	-1	-23	-27
51	CCOc1cc(/C=C2/C(=O)ON=C2C)ccc1O	-3	7	4	-2	4	-2	0	6	-2
52	CCCS(=O)(=O)N1CCN(S(=O)(=O)c2ccccc2)CC1	-3	0	0	-2	1	10	0	-2	2
53	O=C(Cc1ccc(-n2cccc2)cc1)NC1CCCCCC1	-1	6	-11	-4	3	0	-4	3	3
54	O=C(NC1CCCCCCC1)C1CCN(S(=O)(=O)N2CCCC2)CC1	-1	2	6	-2	-1	9	1	6	-2
55	C=CCn1c(=NC(=O)CC)n(C)c2ccccc21	1	3	8	3	2	-7	0	-3	-2
56	COC(=O)c1sc2nc(C)c([N+](=O)[O-])c(C)c2c1N	0	-5	-5	-5	8	-10	1	-3	1
57	O=C(CSc1nnc(CNC(=O)c2cccs2)o1)NC1CCCC1	1	-4	11	-4	0	-2	-3	-3	1
58	Cc1cc(C(=O)NCCN2CCOCC2)c2ccccc2n1	2	/	-3	/	-4	-1	/	-2	/
59	CNC(=O)CC(C(=O)O)c1ccc(OC(C)C)cc1 (centres undefined)	-1	-1	5	0	7	-2	0	7	7
60	Cc1ccc(C(=O)NCC(=O)N/N=C/c2sccc2C)cc1[N+](=O)[O-]	2	7	2	-4	-3	-4	-3	2	-2

# A portion of the results above:
nr	SMILES	PAD4 FP inh	GSTO1 inh	PAFAH1B3 FP inh	PME-1 primary	pPAFAH inh	PAFAH2 FP inh	LYPLA1 counter	PAFAH1B2 inh	Fam108B counter
1	Cc1nc2c(-c3ccccc3)c(C)[nH]n2c(=O)c1Cc1ccccc1	0	-5	/	-1	-1	/	0	/	1
2	CS(=O)(=O)N1CCN(c2ccccc2NC(=S)NC(=O)c2ccccc2[N+](=O)[O-])CC1	-7	-6	4	3	4	2	0	1	0
